PKM2 activator: qHTS Assay for Activators of Human Muscle isoform 2 Pyruvate Kinase; purified PKM2, Kinase-Glo ATP luminescence, activation; response scale: 0% is enzyme alone, no compound; Potency, µM (series often up to 57.5 µM), for the others: at the top dose activation, actives largely listed as activators; actives 0.34% (n = 260,000); also: potency is read from the fitted curve at half-maximal effect; % is scaled to controls: 0 for no effect and ±100 for the full control effect; nearly all actives have a fitted effect of over 55% in size
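hPK-M2, >95% pure; 0.1 mM ADP / 0.5 mM PEP final; imidazole pH7.2 buffer w/ 7 mM MgCl2, 50 mM KCl; 1 h RT; Kinase-Glo lum. Intermediate enzyme activity for dual inhibitor/activator qHTS.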
BCR signal inh: qHTS Assay to Find Inhibitors of Chronic Active B-Cell Receptor Signaling. ABC-DLBCL IkBa-CBG/CBR reporter, luminescence ratio, 4 h. Potency, µM (top dose mostly 46.1 µM), for the others: top-dose ratio change, negative = lower green/red ratio, actives largely listed as inhibitors. AID 493014, 2011. actives 0.05% (n = 340,000); active = well fitted inhibition curve with a large enough effect in the signal ratio, with a control signal flat, not every such curve was filed as active; inconclusive = small, poorly fitted or top-dose-only effect, or effect the other way, or a change in a side signal; the % refers to the signal ratio;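 also: potency is read from the fitted curve at half-maximal effect; plate controls were basal doxycycline-induced cells for no effect and cells given 10 µM MG132 for full effect; MG132 reads +100%, hits lower the ratio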
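Concentration-response series (up to 46 uM) were applied to TMD8 dual-reporter cells for 4 h at 37C with doxycycline. Green/red ratio, after filter-overlap correction, defined %Activity; red signal alone was normalised to basal cells and zero luminescence.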
Giardia kill: Small Molecules that selectively kill Giardia lamblia: qHTS; actives 0.15% (n = 340,000); activity change, % at 7.66 µM, hits read low; Giardia lamblia trophozoite viability; AID 540267, 2011; in the data active = activity change below about -80%; inconclusive = between about -30% and that limit;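 also: parasites exposed to compound for two days anaerobically before the ATP read; % is scaled to controls: 0 for no effect and ±100 for the full control effect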
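Each well holds 100 Giardia trophozoites and compound. After two days (48 hrs) at 37 deg C in anaerobic conditions, ATP is quantified by luminescence.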
Tb PFK inh: qHTS Assay to Find Inhibitors of T. brucei phosphofructokinase | ATP-dependent 6-phosphofructokinase (Trypanosoma brucei brucei), O15648 | T. brucei PFK, ADP-Glo luminescence | actives 0.17% (n = 330,000) | Potency, µM (titrated, usually from 57.5 µM), inactives show at the top dose activity, negative = inhibition, hits mostly inhibitors;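 also: potency is read from the fitted curve at half-maximal effect; 0% = uninhibited 1x PFK enzyme wells and -100% = no-enzyme wells; nearly all actives have a fitted effect of over 60% in size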
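1.25 nM PFK with 0.5 mM F6P and 0.1 mM ATP in 0.1 M TEA pH 8.0, 5 mM MgCl2, incubated 45 min at room temperature; ADP measured by ADP-Glo luminescence; compounds titrated up to 57 uM.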
FBPA coupling cs: qHTS Assay for Inhibitors of Fructose-1,6-bisphosphate Aldolase from Giardia Lamblia: Coupling assay counterscreen; coupling enzyme system counterscreen, AmpLite Red fluorescence; actives 0.67% (n = 290,000); AID 2472, 2010; activity change, negative = inhibition, % at 58.2 µM, hits read low; in the data active = activity change below about -30%; also: % is scaled to controls: 0 for no effect and ±100 for the full control effect
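First, compound is pin-transferred into glyceraldehyde-3-phosphate coupling-enzyme reagent at 57.5 uM final and held 10 min at RT. Next, substrate, coupling system and AmpLite Red are added. After 20 min RT, fluorescence (525/598 nm) is read.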
PTAP TSG101 blk: qHTS Assay for Iinhibitors of HIV-1 Budding by Blocking the Interaction of PTAP/TSG101 | AID 493005, 2010 | 340,000 tested, under 10 active | Fluorescence polarization, FITC-PTAP peptide / Tsg101 binding | Potency, µM (highest dose often 115 µM), for inactives: at the top dose activity change, negative = inhibition, usual class: inhibitors; active = well fitted inhibition curve with a large enough effect in the main read-out, with a control signal flat, not every such curve was filed as active; inconclusive = small, poorly fitted or top-dose-only effect, or effect the other way, or a change in a side signal; inactive = no such curve, though single readings can be large or run the other way; also: potency is read from the fitted curve at half-maximal effect; % of control where 0% means no effect
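Compounds were pin-transferred onto Tsg101 binding domain (10 uM final) in HEPES pH 7.5 buffer, then FITC-PTAP peptide was added at 50 nM final. After 20 min at RT, polarization reported peptide displacement across a qHTS concentration series.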
GALK inhibitor: qHTS Assay for Inhibitors of Human Galactokinase (GALK); P51570; Purified GALK, Kinase-Glo residual ATP luminescence; Potency, µM (top dose mostly 57.5 µM), for the others: at the highest dose activity change, negative = inhibition, usual class: inhibitors; actives 0.007% (n = 270,000); AID 1868, 2009; also: potency is read from the fitted curve at half-maximal effect; % is scaled to controls: 0 for no effect and ±100 for the full control effect
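Compounds were pin-transferred into ATP buffer (35 uM final), then GALK plus galactose (5 nM, 100 uM final) was added. After 1 h at room temperature, Kinase-Glo Plus was added and luminescence read after 10 min.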
S-ASM inh: Inhibitors of Secretory Acid Sphingomyelinase (S-ASM): qHTS | placental ASM, HMU-PC fluorogenic substrate, 60 min | Sphingomyelin phosphodiesterase (Homo sapiens), P17405 | actives 0.006% (n = 340,000) | Potency, µM (top dose mostly 57.5 µM), without a hit: top-dose activity change, negative = inhibition, actives largely listed as inhibitors; also: potency is read from the fitted curve at half-maximal effect
Target sequence (P17405 47-631 limits assumed): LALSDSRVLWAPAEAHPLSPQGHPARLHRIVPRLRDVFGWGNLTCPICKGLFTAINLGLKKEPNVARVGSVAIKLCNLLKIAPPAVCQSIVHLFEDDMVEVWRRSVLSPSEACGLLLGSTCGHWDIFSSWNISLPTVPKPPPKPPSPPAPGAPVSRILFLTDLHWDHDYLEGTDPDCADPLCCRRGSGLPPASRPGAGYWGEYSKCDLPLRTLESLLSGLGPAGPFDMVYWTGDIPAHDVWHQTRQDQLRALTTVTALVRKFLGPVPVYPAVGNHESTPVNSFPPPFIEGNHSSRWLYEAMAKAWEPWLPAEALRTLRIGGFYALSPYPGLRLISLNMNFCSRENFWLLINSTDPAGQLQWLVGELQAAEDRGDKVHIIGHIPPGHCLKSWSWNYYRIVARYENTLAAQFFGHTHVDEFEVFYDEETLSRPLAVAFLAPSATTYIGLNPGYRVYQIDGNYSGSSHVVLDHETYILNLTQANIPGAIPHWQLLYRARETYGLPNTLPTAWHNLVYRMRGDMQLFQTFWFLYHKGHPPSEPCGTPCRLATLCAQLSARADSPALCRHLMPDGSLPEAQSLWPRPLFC
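Fluorescence read-out (Ex 386 nm, Em 447 nm) after stopping the reaction at pH 10. Enzyme: ASM from human placenta; substrate HMU-PC0, 9 uM final; 60 min, 37 °C. Compound preincubation 10 min, ambient temperature.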
a7 integrin act: qHTS for Activators of Integrin-Mediated Alleviation for Muscular Dystrophy. alpha7betagal myoblasts, beta-gal FDG fluorescence, 48 h. actives 0.064% (n = 350,000). Potency, µM (doses to about 38.3 µM), without a hit: top-dose activation, most hits filed as activators;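 also: potency is read from the fitted curve at half-maximal effect; 100% = response of the positive control SU9516; nearly all actives have a fitted effect of over 60% in size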
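alpha7betagal+/- myoblasts (passage 13, 250/well) treated 48 h at 37C with compounds at 1:260 dilution of DMSO stock. Lysed, then beta-galactosidase activity read as FDG fluorescence (ex 480/em 540) after 30 min, with pre-read for autofluorescence.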
Menin-MLL TR inh: qHTS Assay for Inhibitors Targeting the Menin-MLL Interaction in MLL Related Leukemias: Competition With Texas Red Labeled MLL-derived Mutant Peptide | Menin + Texas Red MLL mutant peptide, fluorescence polarization | Potency, µM (highest dose often 61.6 µM), inactives show top-dose FP activity change, negative = inhibition, usual class: inhibitors | actives 0.23% (n = 270,000); active = well fitted inhibition curve with a large enough effect in the polarisation, with a control signal flat, not every such curve was filed as active; inconclusive = small, poorly fitted or top-dose-only effect, or effect the other way, or a change in a side signal; inactive = no such curve, though single readings can be large or run the other way; the % refers to the polarisation; also: potency is read from the fitted curve at half-maximal effect; % of control where 0% means no effect; many of its hits are not listed in these tables
B2AR arrestin: qHTS assay of beta-arrestin-biased ligands of beta2-adrenergic receptor | actives 0.02% (n = 330,000) | Potency, µM (titrated, usually from 46.1 µM), inactives show at the top dose activation, most hits filed as activators | beta-arrestin recruitment to beta2AR, cell-based reporter | Beta-2 adrenergic receptor (Homo sapiens), P07550;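 also: potency is read from the fitted curve at half-maximal effect; 0% = DMSO controls and full agonism = EC100 isoproterenol or metaproterenol; nearly all actives have a fitted effect of over 65% in size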
Target sequence (P07550 whole entry, looked up): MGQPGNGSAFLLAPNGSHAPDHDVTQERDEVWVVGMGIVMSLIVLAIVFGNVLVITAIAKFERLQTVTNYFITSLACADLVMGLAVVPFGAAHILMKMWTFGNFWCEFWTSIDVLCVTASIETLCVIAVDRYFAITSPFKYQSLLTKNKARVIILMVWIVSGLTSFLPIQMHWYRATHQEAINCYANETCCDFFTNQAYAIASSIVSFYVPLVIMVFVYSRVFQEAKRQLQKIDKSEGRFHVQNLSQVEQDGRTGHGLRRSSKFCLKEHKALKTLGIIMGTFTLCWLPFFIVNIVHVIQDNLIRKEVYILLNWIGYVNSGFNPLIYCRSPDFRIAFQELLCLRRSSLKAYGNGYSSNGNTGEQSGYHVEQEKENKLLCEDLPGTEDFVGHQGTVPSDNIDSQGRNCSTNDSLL
An asterisk follows results filed as active; ? = inconclusive; / = no result given; & = joins results of further samples; [ ] = dose if it differs, or a comment. Unless noted, calls follow the shape of the dose curve; as a rule, active = well fitted curve in the direction sought with a large enough effect; inconclusive = small, poorly fitted or top-dose-only effect, or another doubt; inactive = no such curve, though single readings can be large; an effect the other way counts as inactive or inconclusive. An excerpt. The share of hits here may be higher or lower than overall.

molecule	PKM2 activator	BCR signal inh	Giardia kill	Tb PFK inh	FBPA coupling cs	PTAP TSG101 blk	GALK inhibitor	S-ASM inh	a7 integrin act	Menin-MLL TR inh	B2AR arrestin
C=CCn1c(-c2ccco2)n[nH]c1=S	-8%	-4%	-12	-1%	0	2%	1%	1%	0%	-21%	0.4%
COC(=O)c1cc(Br)c(=O)n(CCc2ccc(O)cc2)c1	12%	?	-3	0%	8	1%	-1%	0%	-3%	6%	14%
OC1(c2ccc(Cl)cc2)CCN(Cc2cn[nH]c2-c2ccccc2)CC1	-5%	1%	-10	6%	0	-2%	/	1%	13%	/	1.1%
CCc1ccc(OCC(=O)N/N=C\c2ccco2)c([N+](=O)[O-])c1	2%	?	-9	?	1	0%	0%	3%	3%	-4%	0.3%
O=C(Nn1cnnc1)c1ccccc1CCc1ccccc1	-4%	-2%	11	-7%	-1	0%	3%	-1%	16%	-3%	-1.0%
CCOC(=O)N1CCN(C(=O)CNCc2cccs2)CC1	4%	-20%	-6	2%	1	-2%	-5%	-1%	-18%	/	-0.4%
Cn1c(=O)c2nc(-c3ccccc3)oc2c2ccccc21	0%	2%	-2	-8%[0.46 µM]	5	-3%	1%	-2%	-21%	-20%	0.4%
O=c1cc(N2CCN(c3ccc(F)cc3)CC2)[nH]c(=O)n1C1CCCCC1	-2%	-8%	7	-3%	0	-3%	4%	0%	-25%	-3%	0.1%
CCOC(=O)Cc1cc(=O)n(-c2nc3ccccc3s2)[nH]1	4%	2%	5	-2%	3	2%	1%	0%	7%	?	0.2%
CS(=O)(=O)c1ccc(Cl)c(NC(=O)CCCSc2ccccc2)c1	1%	16%	20	1%	1	-4%	13%	-22%	6%	12%	0.1%
CCNc1nc(OC)nc(SCC(N)=O)n1	-1%	/	-5	/	-1	-3%	-3%	-1%	-3%	17%	/
Cc1ccc(N=N/C(=C\O)C(=O)c2ccncc2)cc1	10%	-25%	-16	-4%	1	-6%	0%	-3%	6%	0%	0.2%
Cc1ccc(C(=O)N2CCN(c3ccccc3)CC2)cc1S(=O)(=O)N1CCOCC1	1%	0%	-24	-4%	-4	-6%	-5%	-1%	-7%	-6%	-0.1%
COc1ccc(CN2CCN(Cc3ccc4cc(F)ccc4n3)CC2CCO)c(C)c1C (stereo unspecified)	0%	-10%	1	0%	1	1%	0%	0%	-27%	?	-0.3%
O=C(O)[C@@H]1CCCN1C(=O)c1ccccc1N1C(=O)[C@@H]2Cc3c([nH]c4ccccc34)C(c3cccc(Cl)c3)N2C1=O (stereo partly specified)	-5%	6%	-8	2%	0	-7%	/	-1%	6%	22%	-0.2%
COc1ccc(C2=NN(c3ccccc3)C(c3ccc(OC)c(OC)c3)C2)cc1 (stereo unspecified)	0%[11.5 µM]	0%	0	-1%	1	-1%	5%	/	?	-5%	0.2%
Cc1cc(C)c(/C=N/NC(=O)c2nnn(-c3nonc3N)c2CN2CCC(C)CC2)c(C)c1	5%	?	-5	1%	-6	-2%	4%	-10%	7%	4%	-0.2%
CCOC(=O)c1cnc2scnn2c1=O	?	3%	-3	-3%	-4	0%	1%	-1%	-16%	-1%	0.1%
CCCc1cc2c(=O)c(-c3ccccn3)c(C)oc2cc1O	2%	?	1	3%	3	-5%	5%	23%	-30%	5%	-1.6%
CC(C)Cn1c(SCC(=O)N2CCc3ccccc3C2)nc(O)cc1=O	/	1%	1	3%	/	-2%	/	0%	7%	/	-1.2%
CC(C)(O)c1cc2ccc(C#CCCN3C(=O)c4ccccc4C3=O)cc2c(=O)o1	/	?	14	1%	/	-7%	/	14%	30%	/	0.0%
CCCCCCc1c(O)nc(SCC(=O)O)[nH]c1=O	24%	?	-15	5%	6	2%	2%	3%	9%	-4%	0.2%
Cc1ccc(S(=O)(=O)NCc2ccccn2)cc1C	-1%	2%	2	0%	1	-9%	-2%	5%	22%	1%	0.4%
CCCC(=O)Nc1ccc2c(c1)nc1n2CCOC1	-4%	9%	-7	0%	2	-4%	5%	-2%	4%	4%	-0.2%
O=c1oc2cc(Cl)ccc2n1CSc1nc2ccccc2s1	20%	?	-2	3%	-3	0%	3%	-13%	-36%	12%	-0.8%

molecule	PKM2 activator	BCR signal inh	Giardia kill	Tb PFK inh	FBPA coupling cs	PTAP TSG101 blk	GALK inhibitor	S-ASM inh	a7 integrin act	Menin-MLL TR inh	B2AR arrestin
O=C(CN1CCN(c2cccc(Cl)c2)CC1)Nc1ccc([N+](=O)[O-])cc1C(=O)Nc1ccccc1F	1%	-2%	-6	1%	-3	-2%	1%	-15%	7%	2%	-0.4%
Cc1nn(-c2ccc(C(=O)O)cc2)c(=O)c2ccccc12	-3%	?	-21	2%	4	-3%	-2%	-3%	8%	2%	0.0%
CC(C)(C)NCCOCCOc1ccccc1-c1ccccc1	-4%	?	12	-3%	1	-5%	0%	1%	-45%	-15%	-0.2%
CCOC(=O)C(NC(=O)c1cccc(Cl)c1)(OCc1ccc(F)cc1)C(F)(F)F (stereo unspecified)	-17%	4%	-1	1%	-19	-2%	0%	-7%	-25%	17%	1.6%
COc1ccc(-c2[nH]ncc2CN2CCN(C(=O)c3cccs3)CC2)c(F)c1	1%	10%	7	0%	/	-5%	-2%	6%	13%	/	0.0%
CCC(=O)Nc1ccc(C2=Nn3c(nnc3C(C)C)SC2)cc1	/	-2%	3	1%	-1	-8%	4%	4%	-21%	-8%	-0.6%
CC1(C(=O)NCCN2CCOCC2)C=CCN1C(=O)c1ccccc1 (stereo unspecified)	2%&-4%	1%	1	-8%	0&1	3%	/	7%	-44%	-13%&-19%	-2.1%
CCOCCCNC(=O)C1CCCN1C(=O)Nc1ccccc1[N+](=O)[O-] (stereo unspecified)	0%	-1%	-1	0%	1	-2%	-4%	0%	5%	12%	-0.2%
C/C(=N\NC(=O)CNC(=O)c1ccccc1Br)c1ccco1	-5%	-27%	7	-1%	-1	-1%	9%	-3%[11.5 µM]	2%	-11%	0.3%
Cc1ccc(/C=N/NC(=O)Cn2nnc(N)n2)cc1	0%	0%	-27	5%	-3	-6%	-3%	4%	13%	/	-0.6%
COc1cccc(CNS(=O)(=O)c2ccc3c(c2)oc(=O)n3C)c1	2%	4%	0	0%	/	/	-2%	6%	43%	/	0.0%
COc1ccccc1N1CCN(C(=O)C(=O)c2c[nH]c3ccccc23)CC1	/	?	-21	2%	/	-1%	-8%	4%	26%	/	0.8%

Random excerpt: 4 compounds from above.
molecule	PKM2 activator	BCR signal inh	Giardia kill	Tb PFK inh	FBPA coupling cs	PTAP TSG101 blk	GALK inhibitor	S-ASM inh	a7 integrin act	Menin-MLL TR inh	B2AR arrestin
CCOC(=O)C(NC(=O)c1cccc(Cl)c1)(OCc1ccc(F)cc1)C(F)(F)F (stereo unspecified)	-17%	4%	-1	1%	-19	-2%	0%	-7%	-25%	17%	1.6%
Cc1nn(-c2ccc(C(=O)O)cc2)c(=O)c2ccccc12	-3%	?	-21	2%	4	-3%	-2%	-3%	8%	2%	0.0%
COc1ccc(-c2[nH]ncc2CN2CCN(C(=O)c3cccs3)CC2)c(F)c1	1%	10%	7	0%	/	-5%	-2%	6%	13%	/	0.0%
C/C(=N\NC(=O)CNC(=O)c1ccccc1Br)c1ccco1	-5%	-27%	7	-1%	-1	-1%	9%	-3%[11.5 µM]	2%	-11%	0.3%
